UGM FP inh: blocks M. tuberculosis UGM enzyme | purified UGM, fluorescence polarization probe displacement | 0.06% of 320,000 active | P9WIQ1 | AID 504406 | inhibition, % at 10 µM; in the data active = inhibition above about 10%, passing the limit was not always enough; inconclusive = no clear call, values can overlap the other calls
Target sequence (P9WIQ1 whole entry, looked up): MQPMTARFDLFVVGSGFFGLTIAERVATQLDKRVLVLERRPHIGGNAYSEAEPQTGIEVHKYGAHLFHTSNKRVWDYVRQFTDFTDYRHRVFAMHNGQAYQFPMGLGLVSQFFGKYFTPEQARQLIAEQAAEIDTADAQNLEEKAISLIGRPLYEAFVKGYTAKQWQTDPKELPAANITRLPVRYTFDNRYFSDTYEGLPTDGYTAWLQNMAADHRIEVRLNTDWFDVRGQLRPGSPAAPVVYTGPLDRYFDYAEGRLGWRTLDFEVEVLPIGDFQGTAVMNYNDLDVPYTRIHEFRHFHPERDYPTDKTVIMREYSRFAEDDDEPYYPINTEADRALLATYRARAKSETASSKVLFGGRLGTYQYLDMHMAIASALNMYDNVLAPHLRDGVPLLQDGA
BioA inh: inhibitors of Mycobacterium tuberculosis BioA enzyme. purified M. tuberculosis BioA enzyme, plate reader. 0.096% of 360,000 active. inhibition, % at 9.99 µM; in the data active = inhibition above about 40%; inconclusive = no clear call, values can overlap the other calls
Anthrax LF inh2: blocks Bacillus anthracis lethal factor protease | inhibition, % at 10 µM | P15917 | 0.12% of 360,000 active | multiplex microsphere protease cleavage assay, LF; also: plate controls were buffer without enzyme for full effect and enzyme alone for no effect
BoNT-A LC inh2: inhibitors of Botulinum neurotoxin A light chain protease; inhibition, % at 10 µM; multiplex microsphere protease substrate cleavage, flow cytometry; 0.17% of 360,000 active; also: plate controls were buffer without enzyme for full effect and enzyme alone for no effect
GDH-TPI counter: inhibits GDH-TPI coupling enzymes, artifact for Mtb FBA screen. 1.2% of 360,000 active. GDH-TPI coupled enzyme counterscreen, NADH absorbance. inhibition, % at 4.8 µM; in the data active = inhibition above about 30%;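 also: 0% = DMSO wells and 100% = wells lacking the enzyme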
BoNT-F LC inh: inhibitors of Botulinum neurotoxin F light chain protease | Multiplex microsphere protease cleavage assay, flow cytometry | inhibition, % at 10 µM | 0.22% of 360,000 active; in the data active = inhibition above about 35%, passing the limit was not always enough; inconclusive = no clear call, values can overlap the other calls; also: plate controls were buffer without enzyme for full effect and enzyme alone for no effect
PfHsp40 rescue: compounds rescuing yeast from Plasmodium falciparum HSP40 toxicity; S. cerevisiae expressing PfHsp40, growth rescue, ATP luminescence; growth rescue, % at 12.5 µM; 0.68% of 340,000 active; in the data active = growth rescue above about 28%, passing the limit was not always enough; inconclusive = no clear call, values can overlap the other calls;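 also: yeast W303a lacking pdr1 and pdr3 grown in galactose medium; growth measured after three days at 30 °C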
Mtb FBA inh: Mtb fructose-bisphosphate aldolase inhibition; AID 588726; 2.3% of 360,000 active; inhibition, % at 1 µM; purified M. tuberculosis FBA, fluorescence read-out; P9WQA3; in the data active = inhibition above about 27%;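 also: 0% = vehicle and 100% = reference inhibitor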
Target sequence (P9WQA3 whole entry, looked up): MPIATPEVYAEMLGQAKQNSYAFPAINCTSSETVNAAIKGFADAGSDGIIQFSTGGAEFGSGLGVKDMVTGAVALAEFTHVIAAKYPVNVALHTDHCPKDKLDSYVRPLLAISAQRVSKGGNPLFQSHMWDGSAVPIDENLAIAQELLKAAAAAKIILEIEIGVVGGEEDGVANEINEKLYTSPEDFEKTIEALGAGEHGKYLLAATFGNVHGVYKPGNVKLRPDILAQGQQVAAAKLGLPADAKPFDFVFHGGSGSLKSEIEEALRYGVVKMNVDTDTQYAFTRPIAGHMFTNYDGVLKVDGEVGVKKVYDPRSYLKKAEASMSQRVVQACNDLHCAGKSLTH
FadD28 FP inh: M. tuberculosis FadD28 bisubstrate binding inhibition; FadD28 bisubstrate probe binding, fluorescence polarization; inhibition, % at 12.5 µM; 0.22% of 360,000 active; AID 588549; in the data active = inhibition above about 8.5%, passing the limit was not always enough; inconclusive = no clear call, values can overlap the other calls
* hit, by the source's call; ? = inconclusive; . = not tested or not shown; + = active, no number; & = joins results of further samples. Rule as the data show it, unless noted: active = inhibition above about 30%; inconclusive = no clear call, values can overlap the other calls; inactive = below that. Random draw from the library; any-hit rate near 4.7%.

Screens in order – UGM FP inh	BioA inh	Anthrax LF inh2	BoNT-A LC inh2	GDH-TPI counter	BoNT-F LC inh	PfHsp40 rescue	Mtb FBA inh	FadD28 FP inh
1: O=C(CSc1nc2ncccc2[nH]1)Nc1ccc2c(c1)OCO2
  -2.1	7.0	-7	-1.6	-6	?	.	-1	-1.5
2: S=c1[nH]c2ccccc2n1CCc1ccncc1
  .	.	4	-0.3	2	12	1.1	1	0.3
3: O=C(/C=C/c1ccc(Cl)c([N+](=O)[O-])c1)NCc1cccnc1
  2.3	1.6	0	0.6	-2	14	0.3	1	-2.6
4: Cc1c(NC(=O)CC(O)(C(F)(F)F)C(F)(F)F)c(=O)n(-c2ccccc2)n1C
  -0.5	-4.4	-7	-2.7	8	-35	2.4	1	1.3
5: CCOC(=O)C1CCCN(C(=O)c2ccc3oc(CCc4ccccc4)nc3c2)C1 (stereo unspecified)
  0.6	-0.6	-6	-1.5	-2	-5	-0.5	-2	-1.9
6: CCOC(=O)[C@H]1[C@H]2COc3cc(OC)ccc3[C@@H]2N2C(=O)c3cc(OC)c(OC)cc3NC(=O)[C@@]12C
  6.5	-1.3	1	-0.5	3	-5	-0.2	2	-2.2
7: COc1ccc(NC(=O)c2cc(C(C)C)on2)c(OC)c1
  1.2	-1.0	-2	-0.1	-5	1	1.4	-3	-3.4
8: Cc1ccc(S(=O)(=O)NCC(=O)OCC(=O)NCc2ccc3c(c2)OCO3)cc1
  .	0.1	1	-4.8	-8	-2	-0.7	-1	0.0
9: C=CCOC(=O)C1=C(C)NC(C)=C(C(=O)OCC=C)C1/C=C/c1ccccc1
  -1.5	.	-4	-0.5	2	-6	0.5	5	-5.1
10: COc1cccc(-c2cc(C(=O)N/N=C/c3ccco3)c3ccccc3n2)c1
  0.5	0.0	-2	-4.1	10	-6	-0.9	0	-0.8
11: Cn1nccc1C(=O)NC1CCCc2c1cnn2-c1ccc(C(C)(C)C)cc1 (stereo unspecified)
  0.6	-0.2	-2	0.2	-5	-14	2.1	-2	-3.6
12: CC1O[C@@H](OC2C(O)C(O)C(CO)O[C@H]2OC2C[C@]3(C)C(CC(O)C4[C@@H]([C@]5(C)CC[C@@H](C(C)(C)O)O5)CC[C@]43C)[C@@]3(C)CCC(O)C(C)(C)C23)C(O)C(O)C1O (stereo partly specified)
  1.8	-0.2	5	0.0	-2	-3	-1.2	1	0.5
13: N#C/C(=C\c1cccc(OC(=O)c2cccs2)c1)C(N)=O
  -4.4	.	-1	-0.1	-1	-3	-0.6	-6	-5.3
14: Cc1ccc(C(O)c2ncc(-c3ccccc3C)[nH]2)cc1 (stereo unspecified)
  .	1.4	-3	-0.4	2	3	.	1	-1.8
15: N#Cc1ccccc1NC(=O)CSc1nnc(-c2ccccc2O)n1-c1ccccc1
  5.1	.	-1	-0.3	8	-4	1.1	0	-3.8
16: C[C@H](CO)N1C[C@H](C)[C@@H](CN(C)S(C)(=O)=O)Oc2ccc(NS(=O)(=O)c3ccccc3)cc2C1=O
  -4.9	-0.2&2.0	2	-0.5	6	-2	-2.2	1	-2.1
17: O=C(NC1CCS(=O)(=O)C1)c1c(NC(=O)C2COc3ccccc3O2)sc2c1CCCC2 (stereo unspecified)
  1.9	.	-1	0.7	12	8	0.0	3	-1.8
18: OC[C@@H]1CN(Cc2cccs2)C[C@H](n2cnc3c(N4CCOCC4)ncnc32)O1
  .	0.9	-14	-0.8	8	3	.	-1	-2.5
19: CCN1CCN(CCCN(Cc2ccco2)C(=S)Nc2cc(Cl)ccc2C)CC1
  -2.0	.	-3	-0.4	-3	0	-0.3	3	-4.7
20: CCCn1c2ccccc2c2cnn(CC(=O)OC)c(=O)c21
  -0.6	1.7	1	5.7	-4	22	-0.4	6	-4.6
21: Cc1ccc(S(=O)(=O)c2ccc(Oc3cccc(C)c3)cc2)cc1
  0.7	-0.2	0	-1.8	1	-1	2.2	-10	-3.4
22: O=C(CCC1CCCCC1)NCc1ccc(F)cc1
  -1.7	.	1	-0.1	-4	-6	1.6	-4	-6.2
23: Cc1ccc(NS(=O)(=O)c2cccc(C(=O)n3ncc(C#N)c3N)c2)c(C)c1
  -0.2	-0.7	0	0.6	-5	-12	-1.7	-2	-4.8
24: CCOc1ccc(CCN2C(=S)N([C@@H](Cc3ccc(O)cc3)CN3CCC[C@@H]3CN3C(=S)NC[C@@H]3Cc3ccccc3)C[C@@H]2CC(C)C)cc1
  .	8.7	-10	-1.5	.	-9	.	-5	-4.4
25: C=CCOc1ccc(CNc2ccc3[nH]c(=O)[nH]c3c2)cc1
  -0.1	.	1	-1.3	1	-5	2.0	2	0.6
26: CN1C2CNC(=O)CC1C1CCC2C1 (stereo unspecified)
  .	-3.7	1	-0.5	12	-1	.	-2	0.2
27: COc1ccc(NC(=O)Nc2ccc3nccnc3c2)cc1
  0.3	-3.6	-2	0.0	21	-5	-0.3	1	0.1
28: COC(=O)c1ccc(C(C(=O)NC2CCCCC2)N(CCc2ccccc2)C(=O)Cc2cccs2)cc1 (stereo unspecified)
  -0.6	0.5	-1	-0.2	8	-2	-1.2	-1	-4.1
29: CC(C)[C@H](NC(=O)c1ccccc1)C(=O)OCC(=O)c1ccc(S(=O)(=O)N2CCCCC2)cc1
  -1.0	-0.9	2	-1.7	-10	-6	0.4	-3	-1.8
30: O=[N+]([O-])c1ccc(O)c(C=Nc2ccc3nc(-c4ccccc4)[nH]c3c2)c1
  3.6	.	-2	0.7	21	-8	-0.4	+	-7.2
31: CCn1c(SCC(=O)Nc2ccc(S(N)(=O)=O)cc2)nnc1-c1cccc(OC)c1
  1.9	-0.6	-6	0.9	-3	6	0.3	2	-2.0
32: CCN1CCN(C(=O)c2ccc(OCC(=O)Nc3ccc(F)cc3)c(OC)c2)CC1
  -0.4	-1.8	-6	-0.9	1	-1	0.6	1	1.5
33: CCc1ccc(N(C(=O)c2csnn2)C(C(=O)NC(C)(C)C)c2ccccn2)cc1 (stereo unspecified)
  -0.1	.	0	-0.6	3	-1	1.9	5	-0.4
34: Cc1cc2cc(C=O)c(Cl)nc2cc1C
  2.1	-1.9	-3	-2.9	4	-7	0.3	1	-1.5
35: CC(C)c1cccc(-c2csc(C(C)(O)c3ccccc3)n2)c1 (stereo unspecified)
  .	-1.2	2	-0.3	2	0	.	1	0.6
36: CC(=O)Nc1ccc(C(=O)N(C)C(C(=O)Nc2ccc(C)cc2)c2ccccn2)cc1 (stereo unspecified)
  -4.0	.	-1	-0.3	0	-2	-0.8	-4	-1.8
37: CC(=O)C(c1ccccc1)C(c1ccccc1)C(C)[N+](=O)[O-] (stereo unspecified)
  0.3	-1.2	14	-1.6	10	-4	0.0	4	1.7
38: Cc1noc(C)c1COc1ccc(C(=O)OCC(=O)Nc2ccc(C(=O)N(C)C)cc2)cc1
  3.2	-2.8	1	4.0	7	20	-1.2	2	-0.1
39: COc1cccc(CN2CCN(C(=S)NCc3ccc(Cl)cc3)CC2)c1
  0.5	.	4	-0.4	5	-1	0.2	1	-1.1
40: Oc1cccc(C(O)CNCc2ccc(-c3ccccc3)cc2)c1 (stereo unspecified)
  -1.5	3.5	-2	0.5	-4	-8	1.3	0	-1.3
41: COc1ccc(NC(=O)c2cccc3ccccc23)cc1
  2.2	-1.4	.	.	8	.	1.3	1	-2.6
42: CN(C)Cc1csc(NC(=O)Nc2ccccc2Cc2ccccc2)n1
  .	0.5	1	0.1	-10	-3	.	-3	-5.6
43: COc1ccc(N2C(=O)CC(NCC#N)C2=O)cc1 (stereo unspecified)
  2.6	-1.1	4	-1.4	-2	1	0.8	1	1.2
44: COc1ccc(COCC(O)CN(Cc2ccccc2)C(C)C)cc1OC (stereo unspecified)
  1.2	.	1	0.7	6	-5	0.2	5	-0.6
45: CC1CN(CCCCOc2cccc(Oc3ccccc3)c2)CC(C)O1 (stereo unspecified)
  3.5	.	-5	0.1	0	-1	3.2	2	-6.8
46: COc1ccc(OC)c2c1C(=O)CC2C (stereo unspecified)
  .	-2.0	-5	-0.3	16	-10	.	48*	-0.3
47: Cc1ccc(C)c(NS(=O)(=O)c2ccc3[nH]c(=O)oc3c2)c1
  1.4	-0.5	0	-0.2	5	-1	-0.8	-2	-2.7
48: Cc1ccc2nc(C)c(C(=O)NN=C3CCN(C)CC3)n2c1
  -1.1	.	0	-0.7	6	0	-1.2	-3	-3.9
49: C=C1[C@H](C)CN(S(=O)(=O)C(C)(C)C)[C@H]1CCO
  .	-0.9	-4	-0.6	16	-4	-0.6	9	-2.1
50: CCOc1ccc(C(C(=O)NC(C)(C)C)N(CCOC)C(=O)CCC(=O)Nc2nccs2)cc1 (stereo unspecified)
  1.2	0.0	-1	-0.9	-12	-11	-1.1	0	-2.4
51: COc1ccc(OCCOc2ccc(S(=O)(=O)N3CCCC3)cc2[N+](=O)[O-])cc1
  0.7	0.7	-4	1.0	0	-2	1.5	-1	-0.1
52: Cc1ccc(-c2cc(-c3ccccc3)no2)c(O)c1
  0.1	-0.4	0	0.0	14	-3	6.6	-3	-0.9
53: Cc1cc(C)n2cc(CSc3nnnn3C)nc2n1
  0.6	35	.	.	6	.	0.1	28*	-0.4
54: COCC(=O)Nc1ccc(S(=O)(=O)NCCc2ccccc2)cc1
  -0.3	0.4	-1	-0.4	13	-2	1.3	-1	1.0
55: O=C(CSc1nnnn1C1CC1)Nc1cccc(S(=O)(=O)N2CCCC2)c1
  -3.2	-1.1	-3	-0.6	-4	-4	-0.9	1	-3.8
56: C/C(CC(=O)NCc1ccccc1)=N\NC(N)=S
  -2.2	.	0	-0.5	-3	0	-0.3	2	-2.5
57: Cc1cccc(/C=C/c2onc(C)c2S(=O)(=O)N2CCC(C(=O)N3CCC(C)CC3)CC2)c1
  -1.2	-0.8	-3	-2.9	-5	-9	2.7	-1	0.0
58: COCC(C)NCc1cc(Br)ccc1OC (stereo unspecified)
  -6.0	-0.6	-5	0.6	-5	3	-1.8	-4	-2.5
59: Cc1cc(NC(=O)CSc2ccc3nnc(CCNC(=O)c4ccccc4)n3n2)no1
  -6.2	.	.	.	1	.	-0.1	8	-2.1
60: Cc1cc(NC(=O)CCCSc2nc(-c3ccco3)cc(C(F)(F)F)n2)no1
  2.4	0.1	-2	0.2	5	-8	-0.5	7	-1.1

Carrying on:
Screens in order – UGM FP inh	BioA inh	Anthrax LF inh2	BoNT-A LC inh2	GDH-TPI counter	BoNT-F LC inh	PfHsp40 rescue	Mtb FBA inh	FadD28 FP inh
61: CCc1ccc(NC(=O)C2C3C=CC(C4CC34)C2C(=O)O)cc1 (stereo unspecified)
  2.4	-0.1	2	1.4	7	9	-0.3	1	0.3
62: COC(=O)c1ccc(COC(=O)CNC(=O)c2ccc(-c3ccccc3)cc2)cc1
  1.1	.	1	-0.7	-1	-4	0.1	1	-1.4
63: Cc1ccc(O)c(NC(=O)c2cc(C)no2)c1
  1.7	0.8	-11	0.4	-3	2	-1.2	2	-0.5
64: CCOC(=O)C1CCN(C(=O)C(C)c2ccc([N+](=O)[O-])cc2)CC1 (stereo unspecified)
  -0.3	.	-2	-3.6	-4	-21	0.3	-4	-1.1
65: O=C(NC(=S)Nc1ccc2c(c1)OCCO2)c1cccc(Br)c1
  2.3	.	-3	0.0	3	-4	8.4	-1	-2.1
66: COc1cccc(-c2noc(-c3cccnc3)n2)c1
  -0.9	0.2	-5	-1.9	-4	-17	-0.6	-9	-3.8
67: NC(=O)c1ccc(NC(=O)CCNC(=O)c2ccco2)cc1
  4.1	.	0	-0.3	3	-5	-0.2	2	-3.6
68: C/C(=N/NC(=O)CN1CCN(Cc2ccccc2Cl)CC1)c1cccs1
  1.5	4.9	-7	-3.3	1	?	.	1	-3.3
69: O=c1c2ccccc2nc2n1C(CSc1ccc(Cl)cc1)CN2 (stereo unspecified)
  3.9	-0.6	-2	-0.4	9	-3	-0.3	0	-2.1

Structures above that contain bromine (two):
Screens in order – UGM FP inh	BioA inh	Anthrax LF inh2	BoNT-A LC inh2	GDH-TPI counter	BoNT-F LC inh	PfHsp40 rescue	Mtb FBA inh	FadD28 FP inh
58: COCC(C)NCc1cc(Br)ccc1OC (stereo unspecified)
  -6.0	-0.6	-5	0.6	-5	3	-1.8	-4	-2.5
65: O=C(NC(=S)Nc1ccc2c(c1)OCCO2)c1cccc(Br)c1
  2.3	.	-3	0.0	3	-4	8.4	-1	-2.1
